# HT1080-NT tox – qHTS for induction of synthetic lethality in tumor cells producing 2HG: qHTS for the HT-1080-NT fibrosarcoma cell line; HT-1080-NT fibrosarcoma viability, CellTiter-Glo ATP luminescence, 48 h; Potency, µM (titrated, usually from 46.1 µM), for inactives: top-dose activity, negative = less viability, actives largely listed as cytotoxic; 1.6% of 360,000 active; AID 686970, 2013;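 also: NT is the 2HG producing partner of a matched IDH1 knockdown line; potency is read from the fitted curve at half-maximal effect; 0% = DMSO-treated cells and -100% = media-only wells without cells; nearly all actives have a fitted effect of over 55% in size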
#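 750 cells/well, RPMI + 5% FBS; 2 h settle, compound pin-transfer, 48 h at 37 degrees C. CellTiter-Glo 10 min RT, luminescence. Normalized to DMSO and media-only wells.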
# HT1080 IDH1KD tx – qHTS for induction of synthetic lethality in tumor cells producing 2HG: qHTS for the HT-1080-IDH1KD cell line; HT-1080 IDH1 knockdown viability, ATP luminescence, 48 h; Potency, µM (series often up to 46.1 µM), inactives show at the highest dose activity, negative = toxicity, usual class: cytotoxic; 2% of 360,000 active;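 also: potency is read from the fitted curve at half-maximal effect; 0% = DMSO wells and -100% = cell-free medium wells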
#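 Knockdown cells (IDH1KD HT-1080) received compounds 2 h after plating at 750 cells/well and were kept 48 h at 37 °C in 5% FBS RPMI. A CellTiter-Glo luminescence read gave % activity for curve fitting.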
# GLP1R ag – qHTS of GLP-1 Receptor Agonists; Glucagon-like peptide 1 receptor (Homo sapiens), P43220; HEK293 GLP-1R CRE-luciferase, luminescence, 4-6 h; cells express a hypersensitive GLP-1R form; Potency, µM (highest dose often 45.6 µM), for inactives: at the top dose activation, actives largely listed as activators; 0.007% of 380,000 active; AID 624172, 2012; also: potency is read from the fitted curve at half-maximal effect; % of control where 0% means no effect
# Target sequence (P43220 whole entry, looked up): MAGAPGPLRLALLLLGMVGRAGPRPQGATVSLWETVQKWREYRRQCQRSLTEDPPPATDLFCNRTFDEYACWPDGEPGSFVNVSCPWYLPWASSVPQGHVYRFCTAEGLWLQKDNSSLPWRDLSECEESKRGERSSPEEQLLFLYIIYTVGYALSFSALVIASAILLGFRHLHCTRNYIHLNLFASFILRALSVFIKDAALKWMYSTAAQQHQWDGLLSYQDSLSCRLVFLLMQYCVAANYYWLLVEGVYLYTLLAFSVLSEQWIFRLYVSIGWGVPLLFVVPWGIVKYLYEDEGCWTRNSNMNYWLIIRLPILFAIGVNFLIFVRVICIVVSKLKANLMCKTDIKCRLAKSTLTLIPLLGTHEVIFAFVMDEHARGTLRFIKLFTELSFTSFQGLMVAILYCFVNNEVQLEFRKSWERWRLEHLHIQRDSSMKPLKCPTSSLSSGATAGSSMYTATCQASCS
# IL-1B inflam inh – qHTS for Inhibitors of Inflammasome Signaling: IL-1-beta AlphaLISA Primary Screen. activity change, % at 57.5 µM. AID 743279, 2014. THP-1 LPS/ATP IL-1B secretion, AlphaLISA, 16 h; active compounds read low. 4.7% of 360,000 active; in the data active = activity change below about -50%; inconclusive = mostly about -30% to -49%; also: % is scaled to controls: 0 for no effect and ±100 for the full control effect
#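 THP-1 cells pretreated 1 hr with compounds (up to 57.5 uM final), then stimulated with LPS (250 ng/mL final) plus ATP (1.25 mM final); secreted IL-1B measured by AlphaLISA after 16 hr, decreased signal indicating inhibition.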
# KB-V1 cytotox – qHTS assay for MDR1-selective chemotherapeutics: Primary screen using the drug-selected MDR subline cells KB-V1. Potency, µM (top dose mostly 46.1 µM), for inactives: at the highest dose activity change, negative = cytotoxicity, hits mostly cytotoxic. 3.4% of 400,000 active. KB-V1 MDR cells viability, CellTiter-Glo, 72 h. AID 1347076, 2019; also: potency is read from the fitted curve at half-maximal effect; % is scaled to controls: 0 for no effect and ±100 for the full control effect; nearly all actives have a fitted effect of over 60% in size
#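 qHTS viability screen in drug-selected KB-V1 MDR cells: 72 h compound treatment at 37 degrees C, ATP luminescence end point.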
# KB-3-1 cytotox – qHTS assay for MDR1-selective chemotherapeutics: Primary screen using the parental adenocarcinoma cell KB-3-1 | KB-3-1 viability, CellTiter-Glo ATP luminescence, 72 h | Potency, µM (highest dose often 46.1 µM), for the others: at the highest dose activity change, negative = cytotoxic, most hits filed as cytotoxic | 1.4% of 400,000 active; also: potency is read from the fitted curve at half-maximal effect; % is scaled to controls: 0 for no effect and ±100 for the full control effect; nearly all actives have a fitted effect of over 60% in size
#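 Using CellTiter-Glo luminescence, growth of non-resistant KB-3-1 adenocarcinoma cells is assessed 72 h after pin-tool compound addition at 37 °C. Normalized responses across the concentration series yield fitted curves.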
# DRD3 antagonist – qHTS of D3 Dopamine Receptor Antagonist: qHTS; D3R cells, DiscoveRx beta-arrestin luminescence, antagonist mode; active compounds read low; max response, negative = inhibition, %; D(3) dopamine receptor (Homo sapiens), P35462; 2.5% of 360,000 active; in the data active = max response below about -50%; inconclusive = no clear call, values can overlap the other calls; also: % is scaled to controls: 0 for no effect and ±100 for the full control effect; mostly tested at two doses, the higher about 12 µM
# Target sequence (P35462 whole entry, looked up): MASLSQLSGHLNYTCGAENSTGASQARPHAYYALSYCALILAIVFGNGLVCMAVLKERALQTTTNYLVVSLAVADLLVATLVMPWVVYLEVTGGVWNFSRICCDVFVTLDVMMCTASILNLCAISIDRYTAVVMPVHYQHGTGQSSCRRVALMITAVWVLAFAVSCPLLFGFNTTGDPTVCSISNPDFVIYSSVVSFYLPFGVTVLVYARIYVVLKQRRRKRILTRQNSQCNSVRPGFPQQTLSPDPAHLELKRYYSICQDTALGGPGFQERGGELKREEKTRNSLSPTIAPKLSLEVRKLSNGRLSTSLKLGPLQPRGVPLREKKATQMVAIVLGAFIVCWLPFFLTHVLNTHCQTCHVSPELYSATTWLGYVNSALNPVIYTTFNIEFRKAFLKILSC
#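 Cells expressing the human receptor were seeded at 1500 cells/well, incubated overnight at 37 degrees C in 5% CO2, then exposed to library compounds with dopamine controls for 90 minutes at 37 degrees C before luminescent detection.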
# DRD3 agonist – qHTS of D3 Dopamine Receptor Agonist: qHTS. D3R DiscoveRx beta-arrestin cells, luminescence, 90 min. max activation, %. 0.58% of 410,000 active; in the data active = max activation above about 30%; also: 0% is about no effect; mostly tested at two doses, the higher about 12 µM
#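 Agonist mode: compounds and dopamine controls were applied to plated cells for 90 min at 37 degrees C after an overnight attachment at 1500 cells/well. Luminescent read-out followed 30 - 60 minutes at room temperature with DiscoveRx detection reagent.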
# SW480 rereplic – A quantitative high throughput screen for small molecules that induce DNA re-replication in SW480 colon adenocarcinoma cells; SW480 DNA re-replication, Hoechst DNA content imaging, 48 h; Potency, µM (top dose mostly 46.1 µM), for the others: top-dose re-replication activation, usual class: activators; 1.8% of 340,000 active; AID 624297, 2012; also: potency is read from the fitted curve at half-maximal effect; % of control where 0% means no effect; nearly all actives have a fitted effect of over 55% in size
#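 Image-based read-out: total Hoechst fluorescence of nuclei (405 nm excitation, 500-530 nm emission), with hits raising the fraction of high-intensity nuclei. SW480 colon cells incubated 48 hr with compounds at 37 C.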
# An asterisk follows results filed as active; u = inconclusive; x = not tested or not shown; [ ] = remark or other dose. Unless noted, calls follow the shape of the dose curve; as a rule, active = well fitted curve in the direction sought with a large enough effect; inconclusive = small, poorly fitted or top-dose-only effect, or another doubt; inactive = no such curve, though single readings can be large; an effect the other way counts as inactive or inconclusive.
# Preview (3 entries):
canonical_smiles,DRD3 agonist,DRD3 antagonist,HT1080-NT tox,GLP1R ag,SW480 rereplic,HT1080 IDH1KD tx,IL-1B inflam inh,KB-3-1 cytotox,KB-V1 cytotox
COc1ccc(OC)c(CCNC(=O)c2nn(C)c3c2CS(=O)(=O)c2ccccc2-3)c1,3,3,-6%,13%,-17%,1%,-7,-1%,-7%
Cn1c2ccccc2c2nnc(SCc3ccc4nonc4c3)nc21,-7,u,9%,16%,6%,2%,29,1%,-26%
O=C(NCC1COc2ccccc2O1)c1ccc(NC(=O)c2ccco2)cc1 (stereo not drawn),-2,-17,-24%,-9%,-7%,-14%,-15,1%,u

# Main list, from the start:
canonical_smiles,DRD3 agonist,DRD3 antagonist,HT1080-NT tox,GLP1R ag,SW480 rereplic,HT1080 IDH1KD tx,IL-1B inflam inh,KB-3-1 cytotox,KB-V1 cytotox
COc1ccc(OC)c(CCNC(=O)c2nn(C)c3c2CS(=O)(=O)c2ccccc2-3)c1,3,3,-6%,13%,-17%,1%,-7,-1%,-7%
Cn1c2ccccc2c2nnc(SCc3ccc4nonc4c3)nc21,-7,u,9%,16%,6%,2%,29,1%,-26%
O=C(NCC1COc2ccccc2O1)c1ccc(NC(=O)c2ccco2)cc1 (stereo not drawn),-2,-17,-24%,-9%,-7%,-14%,-15,1%,u
CCc1cc(=O)oc2cc(C)cc(OCC(=O)N3CCC(C(=O)O)CC3)c12,10,9,5%,11%,-9%,7%,4,0%,20%
CCn1c(C(=O)N2CCCC(C(=O)O)C2)cc2sccc21 (stereo not drawn),-12,0,-5%,9%,9%,-4%,8,-5%,3%
O=C(NC(=O)c1ccccc1)OCCN1C(=O)c2ccccc2C1=O,0,4,12%,5%,0%,u,0,-4%,1%
O=C(Cn1nnc2ccccc21)NNC(=O)c1ccccc1,-15,-13,7%,7%,-6%,u,-2,-18%,21%
O=C(NCC(=O)N1CCN(c2ncccn2)CC1)c1cccs1,3,9,2%,-4%,-24%,10%,-14,15%,18%
O=C(CSc1nc2ccccc2o1)NCC(=O)c1ccccc1,1,-6,3%,3%,2%,0%,23,-2%,0%
Cc1ccnc2nc(C(=O)Nc3nc4ccccc4s3)nn12,4,-23,0%,-3%,1%,0%,-1,-3%,-7%
O=C(/C=C/c1cccc([N+](=O)[O-])c1)c1ccc2c(c1)OCCO2,-9,-8,u,-1%,u,u,0,14%,u
Cc1ccnc(SCC(N)=O)n1,-4,u,-7%,-1%,13%,3%,-13,-9%,2%
COC(=O)c1ccc(Oc2nc(Nc3ccc(C)c(C)c3)nc(N(C)C)n2)cc1,19,u,u,-4%,u,u,u,-21%,-28%
O=C(Nc1ccc(N2CCOCC2)cc1)c1ccc(COc2ccccc2)cc1,5,-6,-3%,5%,6%,2%,29,30%,-6%
O=C(CSc1ccc(-c2nc3ccccc3[nH]2)cn1)Nc1ccc(S(=O)(=O)NC2CC2)cc1,-3,2,-19%,-29%,4%,-10%,11,-5%,-18%
COCCNC(=O)c1ccc(CN2CCC(Cc3ccccc3)CC2)cc1,-16,-26,11%,-5%,u,2%,2,-2%,-7%
Cc1cccc(NC2(C(F)(F)F)N=C3SCCN3C2=O)n1 (stereo not drawn),10,-8,3%,-3%,0%,3%[9.24 µM],4,-3%,5%
CC1CCC(N2CCN(S(=O)(=O)Cc3ccccc3)CC2)CC1 (stereo not drawn),1,4,11%,8%,4%,0%,27,10%,-24%
Cc1ccc(C)c(Nc2cc(C)nc3ncnn23)c1,-1,1,6%,14%,-6%,-4%,3,-13%,5%
COC(=O)c1c(C(=O)OC)c2ccccn2c1C(=O)c1ccc([N+](=O)[O-])cc1,-9,17,16%,9%,-3%,0%,3,1%,-10%
COc1ccc(C2C(C#N)=C(N)Oc3n[nH]c(C)c32)cc1Cn1nnc2ccccc21 (stereo not drawn),-1,-62*,-2%,-12%,1%,-9%,249,-24%,u
CCc1ccccc1NC(=O)N1CCCc2ccccc21,-2,19,17%,-2%,-2%,4%,6,6%,12%
COc1ccc(NC(=O)CSc2ccc(NC(C)=O)cc2)cc1S(=O)(=O)N1CCOCC1,-6,-7,-5%,10%,5%,-5%,-8,1%,0%
Cc1cc(C(=O)Nc2sc3c(c2C#N)CCC(C)C3)no1 (stereo not drawn),-5,1,u,-6%,u,u,-7,u,12µM*
Cn1cc(NC(=O)OCc2ccc(Cl)cc2)c(C(F)(F)F)n1,2,10,2%,1%,-5%,-4%,-21,1%,7%
COc1ccc(N2C(=O)C(CC(=O)Nc3ccccc3)N(CCc3ccc(OC)c(OC)c3)C2=O)cc1 (stereo not drawn),10,5,-1%,10%,-2%,8%,22,15%,6%
COC(=O)c1nn(-c2cccc(Cl)c2)cc(OC)c1=O,-7,-3,-2%,3%,-7%,0%,23,5%,19%
O=S(=O)(c1cccc(-c2nnc(-c3cccnc3)o2)c1)N1CCCCC1,1,14,-7%,9%,1%,-9%,4,17%,u
COc1ccc(OC)c(CCNC(=O)c2ccc(CS(=O)Cc3ccc(Cl)cc3)o2)c1 (stereo not drawn),-1,-15,-14%,10%,-2%,-6%,u,-15%,-6%
O=C(c1ccc2c(c1)N(Cc1ccc(Cl)cc1)C(=O)c1ccccc1S2(=O)=O)N1CCC(Cc2ccccc2)CC1,6,x,x,-1%,x,x,x,-13%,0%

# Whole records, looked up by structure. Screens in order: DRD3 agonist	DRD3 antagonist	HT1080-NT tox	GLP1R ag	SW480 rereplic	HT1080 IDH1KD tx	IL-1B inflam inh	KB-3-1 cytotox	KB-V1 cytotox
# Record of Cn1cc(NC(=O)OCc2ccc(Cl)cc2)c(C(F)(F)F)n1 : 2	10	2%	1%	-5%	-4%	-21	1%	7%
# Record of COCCNC(=O)c1ccc(CN2CCC(Cc3ccccc3)CC2)cc1 : -16	-26	11%	-5%	u	2%	2	-2%	-7%

# Other records follow:
canonical_smiles,DRD3 agonist,DRD3 antagonist,HT1080-NT tox,GLP1R ag,SW480 rereplic,HT1080 IDH1KD tx,IL-1B inflam inh,KB-3-1 cytotox,KB-V1 cytotox
CCCCN(CCCC)CCNC(=O)c1cn(C)c2ccc(S(=O)(=O)N(C)C3CCCCC3)cc2c1=O,-10,-4,13%,-2%,-10%,14%,-2,-1%,-5%
O=C1c2ccccc2C(O)N1c1cccnc1 (stereo not drawn),-4,-26,16%,0%,-2%,2%,-14,-3%,-3%
Cc1cc2ccccc2n1CCNC(=O)c1cccc(Br)c1,-10,x,x,-1%,x,x,x,0%,4%
COc1ccc(CNC(=O)c2oc3ccc(S(=O)(=O)N4CCOCC4)cc3c2C)cc1,5,31,-4%,2%,-1%,-6%,u,1%,u
Cc1ccc(NC(=O)/C=C/c2cccc(C(F)(F)F)c2)cc1,-16,-26,-15%,14%,-2%,0%,-23,5%,u
OCc1nc2ccccc2n1/N=C/c1cccs1,13,1,31%,6%,-65%[inhibitor],2%,-10,-2%,8%
CCCCSCc1cc(C(=O)O)oc1C(C)(C)C,-5,-13,-5%,0%,0%,-5%,-4,1%,-3%
COc1ccc2nc(N3CCC(C)CC3)c(C#N)cc2c1,1,5,10%,-1%,21µM*,15%,-2,0%,-6%
CC(Oc1ccc(Cl)cc1)c1ccn[nH]1 (stereo not drawn),-7,13,1%,6%,-2%,-1%,-1,u,-20%
O=[N+]([O-])c1ccc(Oc2ccc(F)cc2)c2ccncc12,-2,-4,u,-21%,-2%,-4%[9.24 µM],-21,6%,-21%

# Overlap with the part before: six compounds, then new ones.
canonical_smiles,DRD3 agonist,DRD3 antagonist,HT1080-NT tox,GLP1R ag,SW480 rereplic,HT1080 IDH1KD tx,IL-1B inflam inh,KB-3-1 cytotox,KB-V1 cytotox
Cc1ccc(NC(=O)/C=C/c2cccc(C(F)(F)F)c2)cc1,-16,-26,-15%,14%,-2%,0%,-23,5%,u
OCc1nc2ccccc2n1/N=C/c1cccs1,13,1,31%,6%,-65%[inhibitor],2%,-10,-2%,8%
CCCCSCc1cc(C(=O)O)oc1C(C)(C)C,-5,-13,-5%,0%,0%,-5%,-4,1%,-3%
COc1ccc2nc(N3CCC(C)CC3)c(C#N)cc2c1,1,5,10%,-1%,21µM*,15%,-2,0%,-6%
CC(Oc1ccc(Cl)cc1)c1ccn[nH]1 (stereo not drawn),-7,13,1%,6%,-2%,-1%,-1,u,-20%
O=[N+]([O-])c1ccc(Oc2ccc(F)cc2)c2ccncc12,-2,-4,u,-21%,-2%,-4%[9.24 µM],-21,6%,-21%
O=C(CSc1nc2c(c(=O)n1-c1ccc(Br)cc1)SCC2)NCC1CCCO1 (stereo not drawn),2,-12,-1%,-5%,-7%,1%,-3,2%,u
CC(C)(C)NC(=O)c1ccc2c(c1)N(CC(=O)N1CCCCC1)C(=O)C(C)(C)O2,29,0,6%,2%,-2%,15%,27,15%,-22%
CC(=O)Nc1ccc(C=NNc2ccc([N+](=O)[O-])cc2S(=O)(=O)Nc2ccccc2C(=O)O)cc1,-11,-17,-6%,-8%,148%,-4%,1,4%,12%
CC(Oc1ccccc1)C(=O)OCC(=O)NC(=O)NC1CCCCC1 (stereo not drawn),-3,-4,10%,6%,-9%,0%,7,6%,2%
CSc1ccc(CCNC(=O)c2cc(-c3ccccc3)c(N3CCOCC3)s2)cc1,-9,-7,0%,5%,-9%,1%,-12,7%,0%
CCN1CCN(C(=O)c2ccccc2N(Cc2ccccc2)S(C)(=O)=O)CC1,-14,13,7%,-8%,0%,4%,19,-12%,u
